Screening data as filed in PubChem BioAssay.
Pf Dd2 inh = blocks in vitro growth of P. falciparum Dd2; P. falciparum Dd2 growth, SYBR Green, 72 h; Potency, µM (series often up to 28.9 µM), inactives show at the top dose activity, negative = inhibition, hits mostly inhibitors; hit rate 4.3% among 120,000; AID 1347417; active = well fitted inhibition curve with a large enough effect; inconclusive = small, poorly fitted or top-dose-only effect; inactive = no such curve, though single readings can be large or run the other way;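 also: plate controls were DMSO vehicle for no effect and reference drug for full effect; nearly all actives have a fitted effect of over 65% in size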
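Readout: SYBR Green fluorescence, 485 nm excitation, 535 nm emission, after ~16 h lysis at 37C. Before that, Dd2-infected red cells (2.5% hematocrit) grew 72 h with compound, 29 uM top final concentration.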
Starred values were filed as active, the others as inactive; i = inactive; ? = inconclusive; [ ] = another dose, or the depositor's remark. Potency is read from the fitted curve at half-maximal effect.

Sample of the layout, 4 compounds:
canonical_smiles	Pf Dd2 inh
Cc1noc(-c2cccc(OC3CN(C(=O)CCCc4ccccc4)C3)c2)n1	i[5.79 µM]
CCCS(=O)(=O)N1CCCC(c2[nH]ccc2C(N)=O)C1 (stereo not given)	21%
O=C1CCCCC(CNC(=O)c2ccco2)N1 (stereo not given)	1%
OCC1(Cc2ccccc2Cl)CCN(Cc2cc3ccccc3o2)CC1	8.9µM*

This part in full (from the top)
canonical_smiles	Pf Dd2 inh
Cc1noc(-c2cccc(OC3CN(C(=O)CCCc4ccccc4)C3)c2)n1	i[5.79 µM]
CCCS(=O)(=O)N1CCCC(c2[nH]ccc2C(N)=O)C1 (stereo not given)	21%
O=C1CCCCC(CNC(=O)c2ccco2)N1 (stereo not given)	1%
OCC1(Cc2ccccc2Cl)CCN(Cc2cc3ccccc3o2)CC1	8.9µM*
Cc1ccc(C(=O)N2[C@H]3CC[C@@H]2c2cnc(C)nc2C3)cn1	21%
Cn1cnc(S(=O)(=O)N2CCC(c3noc(-c4cccnc4)n3)C2)c1 (stereo not given)	i[5.79 µM]
CC1=C(C(=O)Nc2cc(Cl)ccc2C)C(c2ccccc2F)n2ncnc2N1 (stereo not given)	10%
CCOc1cc(C2NC(=O)c3c(sc4c3CCN(C)C4)N2)ccc1OC(=O)c1ccc(F)cc1 (stereo not given)	11%
CC(C)c1ccc(NC(=O)N[C@H]2CO[C@H]3[C@@H]2OC[C@H]3OC(=O)Nc2cccc(C(F)(F)F)c2)cc1	i
O=C(c1ccc(C(F)(F)F)cc1)N1CCC2(CC1)C(=O)Nc1ccccc12	-3%
Cc1ccc(S(=O)(=O)c2cnc(SCC(=O)Nc3cc(C)cc(C)c3)nc2N)cc1	i
Clc1ccc(-c2nnc3n2CCN(Cc2cccc4ccccc24)C3)cc1	5%
Cc1cn2nc(C(=O)Nc3ccc(F)cc3)cc2c(N(C)Cc2ccccc2)n1	?
COC(=O)[C@@H](C)NC(=O)[C@@H]1CN(C(=O)c2cccc(F)c2)CCN1C(=O)C1CCCCC1	-8%
COC(=O)c1ccccc1NC(=O)Nc1nnc(N2CCC(C)CC2)s1	-18%
Cc1c(F)cccc1NC(=O)N1CCC(OC2CCN(Cc3ccccc3)CC2)CC1	4.5µM*
COc1ccc(CC(=O)Nc2ccc3nc(Nc4cccc(Cl)c4)cc(C)c3c2)cc1	?
O=C(O)COc1ccc(-c2nccc3c2C(=O)N(Cc2cccc(C(F)(F)F)c2)CC(COc2ccc(OC(F)(F)F)cc2)O3)cc1 (stereo not given)	i
CCOc1ccc(-c2nnc(Nc3ccc(S(N)(=O)=O)cc3)c3ccccc23)cc1	13%
N#Cc1ccc(C(=O)N2C[C@@H]3C[C@H](C2)c2c(-c4ccc(Cl)cc4)ccc(=O)n2C3)cc1	?
COc1ccc2[nH]cc(CCNC(=O)C3Cn4cccc4C(=O)N3Cc3ccccc3)c2c1 (stereo not given)	?
COc1cccc(NC(=O)c2sc3nc4n(c(=O)c3c2C)CCC4)c1	?
CNC(=O)c1cc[nH]c1C1CCCN(C(=O)c2cc(C)n(CCOC)c2C)C1 (stereo not given)	56%[activator]
CNC(=O)N1CCC(n2c(C)cnc2C2CC2)CC1	i
O=C1CCCN1CCCN1C(=O)[C@@H]2C[C@@H](O)CN2C2(CN(C3Cc4ccccc4C3)C2)C1=O	?
COCCNC(=O)C1COC2(CCN(C(=O)c3ccccc3F)CC2)N1C(=O)c1cccc(OC)c1 (stereo not given)	-8%
COc1cc(Cl)c(C)cc1NC(=O)c1nn(-c2ccc(C)cc2)c(=O)n(C)c1=O	10%
Cc1ccc(S(=O)(=O)Cc2ccc(C(=O)N3CCN(c4cccc(C)c4C)CC3)o2)cc1	-10%
Cc1c(Cl)cccc1NC(=O)C1CCN(c2ncnc3c2nc2n3CCCCC2)CC1	-6%
CCn1cc(CCC(=O)NCc2ccc(C)cc2)c2ccccc21	1%
CCCSc1nc2sc3c(c2c(=O)n1-c1cccc(Br)c1)CC(C)(C)OC3	1%
COc1cc2c(cc1OCc1ccccc1)N(C(=O)Cc1ccc3c(c1)OCO3)CC21CCN(C)CC1	i
Cc1cccc(CCNC(=O)c2nn(C)c3c2CSc2ccccc2-3)c1	-8%
CCc1cccc(NC(=O)N2CCc3c(nc(-c4ccc(OC)cc4)[nH]c3=O)C2)c1	i
COc1cccc([S+](=O)([O-])N2CCC(c3nnc4n3C(C(=O)O)CC4)CC2)c1 (stereo not given)	14%
O=C(NCCCN1CCN(c2ccccc2F)CC1)c1ccc2nc(N3CCCCC3)sc2c1	i
CC1(CCCCc2ccccc2)COc2ccc(C(=O)N3CCOCC3)cc2N1 (stereo not given)	i
O=C(CN1Cc2nc(-c3ccsc3)ccc2OCC1=O)N1CCCC1	i
CC(CCO)Nc1nc2c(c(=O)n(C)c(=O)n2C)n1Cc1ccc(Br)cc1 (stereo not given)	?
O[C@]1(c2ccccc2)CCN(Cc2ccco2)C[C@H]1N1CCCC1	0.63µM*
COc1ccc(OC)c(CNC(=O)Nc2cn(CC(C)C)c(=O)c3ccccc23)c1	?
O=C1CC(c2ccccc2)N(C(=O)CNC(=O)NC2CCCCC2)CCCCCN1 (stereo not given)	i
COc1ccc(CN2CC3(COCC2=O)CN(c2ccc(C(F)(F)F)cn2)C3)cc1F	i
O=C(CN1C(=O)NC2(CCCCC2)C1=O)NCCCc1ccccc1	25%
CCC1=C(C(=O)OC)C(c2ccccc2)N2C(CC(=O)NCC3CCCO3)=CSC2=N1 (stereo not given)	?
CC1=NS(=O)(=O)N(Cc2ccccc2F)C=C1C(=O)O	-8%
CC1CCCN(CCCNC(=O)CN2C(=O)CSc3ccc(S(=O)(=O)N4CCOCC4)cc32)C1 (stereo not given)	-4%
Cc1noc(-c2cccn3c(CNC(=O)c4cc(F)cc(F)c4)nnc23)n1	i
Cc1[nH]c(-c2ccccc2)nc1C(=O)N1CCN(c2ccccc2C#N)C(=O)C1	-14%
COc1cc2c(cc1-c1cccnc1)NC(=O)C21CCN(C(C)=O)CC1	-11%[44.1 µM]
O=c1[nH]ccn1C1CCN(Cc2cccc3ccccc23)CC1	i
Cc1ccc(N2C(=O)CSC23C(=O)N(CC(=O)NC2CCCCC2)c2ccccc23)cc1 (stereo not given)	?
COc1cccc(NC(=O)c2ccc3c(c2)NC(C)(COc2cccnc2)CO3)c1 (stereo not given)	i
CC(C)CCNC(=O)CN1C(=O)CSc2ccc(S(=O)(=O)N3CCCCC3)cc21	?
O=C(COc1ccccc1)Nc1nnc(S(=O)(=O)Nc2ccccc2)s1	-6%
O=C(CCS(=O)(=O)c1cc(Br)cc2c1N(C(=O)C1CC1)CC2)NCc1ccccc1Cl	?
COc1ccc(C2(C(=O)N3CCCC3c3nc(C4CCOCC4)no3)CC2)cc1 (stereo not given)	29%
CN1CCC(NC[C@H]2O[C@@H](CO)[C@@H](O)[C@H]2N2CCOCC2)CC1	11%
COc1cccc(CN2C(=O)OC3(CCN(C(=O)Cc4ccccn4)CC3)C2(C)c2cccnc2)c1 (stereo not given)	-14%
CO[C@H]1[C@H](NC(=O)Cc2c[nH]c3ccccc23)c2ccccc2C12CCNCC2	?

Ordered by length of the SMILES (rising): six of the compounds above
canonical_smiles	Pf Dd2 inh
COc1cc2c(cc1-c1cccnc1)NC(=O)C21CCN(C(C)=O)CC1	-11%[44.1 µM]
Cc1[nH]c(-c2ccccc2)nc1C(=O)N1CCN(c2ccccc2C#N)C(=O)C1	-14%
CN1CCC(NC[C@H]2O[C@@H](CO)[C@@H](O)[C@H]2N2CCOCC2)CC1	11%
O=C(CCS(=O)(=O)c1cc(Br)cc2c1N(C(=O)C1CC1)CC2)NCc1ccccc1Cl	?
CC1CCCN(CCCNC(=O)CN2C(=O)CSc3ccc(S(=O)(=O)N4CCOCC4)cc32)C1 (stereo not given)	-4%
COc1cccc(CN2C(=O)OC3(CCN(C(=O)Cc4ccccn4)CC3)C2(C)c2cccnc2)c1 (stereo not given)	-14%

More structures:
canonical_smiles	Pf Dd2 inh
Cc1ncc2c(n1)C[C@@H]1CC[C@H]2N1C(=O)c1ccccc1F	5%
O=C1NCCC[C@@H]1NC(=O)[C@@H]1CN(C(=O)CS(=O)(=O)c2ccccc2)CCN1C(=O)c1ccccc1	-4%
CCOC(=O)C1CCN(S(=O)(=O)c2cc(-c3onc(C)c3C)ccc2OC)CC1	17%
CCCn1c(C)c(CC(=O)N(CC)Cc2noc(C)n2)c2c1CC(C)(C)CC2=O	-24%
Cc1ccc(-n2ncc(C(=O)NCc3ccccn3)c2C2CCN(C(=O)OC(C)(C)C)CC2)c(C)c1	i
COc1ccc(CNC(=O)N2CCCC(Cc3nncn3Cc3ccccc3)C2)cc1 (stereo not given)	i
CCOc1ccc(C2=C(C(=O)CC)Sc3nncn3N2C(=O)CC)cc1	?
COc1ccc(-c2[nH]nc3ncc(-c4ccc([S+](C)(=O)[O-])cc4)nc23)cc1F	?
NCCn1cc(C(=O)NCC(O)CN2CCCCCC2)nn1 (stereo not given)	19%
CCOc1cc2[nH]c(=O)n(CCCC(=O)NCc3ccc(OC)cc3)c(=O)c2cc1OCC	?
COc1ccc(N2CC(c3noc(-c4cccc(C)c4)n3)CC2=O)cc1 (stereo not given)	i
Cc1ccc(CCNC(=O)c2cc3c(-c4ccccc4F)nn(C)c3s2)cc1	19%
CC(=O)N1CC(CO)C2(CCN(C3CCOCC3)CC2)C1 (stereo not given)	?
OC1(CN2CCCCC2)CCN(Cc2cnc(-c3ccccn3)nc2)C1 (stereo not given)	-9%
Cc1ccc(C(=O)N2CCn3c(nnc3[C@@H]3C[C@@H](O)CN3C(C)C)C2)cn1	22%

Continued.
Molecule	Pf Dd2 inh
CCC1CN(C(=O)N2CCC(C(=O)NCCCc3ccccc3)CC2)c2ccccc2O1 (stereo not given)	i
COc1ccc(C)cc1-n1nnc(S(=O)(=O)c2ccc(C)cc2)c1C	-21%
C[S+](=O)([O-])N1CC2(Cc3ccccc31)CN(C(=O)Cc1cccc(Cl)c1)C2	?
O=S(=O)(c1cnc[nH]1)N1CCC(c2nc(CCOCC3CC3)no2)C1 (stereo not given)	-21%
O=C(CNC(=O)c1cnccn1)NC1CCCc2c1[nH]c1ccccc21 (stereo not given)	-3%
O=C([C@H]1C[C@H](Oc2cccnc2)CN1S(=O)(=O)c1ccccc1)N1CCOCC1	-3%
COc1ccc(S(=O)(=O)n2nc(C)c(S(=O)(=O)N3CCCCCC3)c2C)cc1C	17%
Cc1cccc(C(=O)N2CCC3(CC2)CC(c2ccccc2)CN(C)C3)n1 (stereo not given)	-20%
O=S(=O)(Cc1ccccc1)NC[C@H]1COCc2nc3cccnc3n21	i
O=C1CO[C@H]2CCN(Cc3ccccc3F)CC[C@@H]2N1Cc1ccccc1	?
CC(=O)Nc1ccc(CC(=O)N2CCC3(CCC(=O)N(Cc4ccccc4)CC3)CC2)cc1	?
Cc1cccc(C)c1OCCn1c(C2CC(=O)N(c3cccc(Cl)c3)C2)nc2ccccc21 (stereo not given)	?
O=C1CC(c2ccccc2)N(Cc2ccncc2)CCCN(C(=O)COc2ccccc2)CCN1 (stereo not given)	?
CCc1noc(-c2cn(C3CCCN(C(=O)c4ccc(C)s4)C3)nn2)n1 (stereo not given)	-17%
CN1C(=O)CC[C@]2(C(=O)NCc3cccc(Cl)c3)CCCC[C@@H]12	-24%
CCCNC(=O)N1CCCCCCNC(=O)[C@@H]2C[C@@H](c3nc(-c4cccnc4)no3)C[C@@H]21	i
Cc1ccc(NC(=O)Cn2c(-c3ccc(Cl)cc3)nc(C)c(CCO)c2=O)cc1	?
CCCCN1C(=O)[C@@H]2C[C@@H](O)CN2C2(CN(CC(C)C)C2)C1=O	-13%[44.1 µM]
Cc1ccc(CNC(=O)c2c(O)nc3cc(C)ccn3c2=O)cc1	59%[activator]
Cc1cccc(NC(=O)CN2C(=O)CCn3nc(-c4cccn4C)cc32)c1C	-16%
CNC(=O)[C@@H]1C[C@@H](O)CN1C1CCN(C(=O)Cc2cccc(OC)c2)CC1	-19%
O=c1n(-c2ccncc2)nc2n1CCN(Cc1ccc(OC(F)(F)F)cc1)C2	?
O=C(CSCc1ccccc1Cl)N1CCN(c2ccc(Cl)cc2)CC1	69%[activator]
CN(Cc1cccnc1)c1nc2c(c(=O)[nH]1)CCN(Cc1ccc(Cl)c(F)c1)CC2	20%[5.79 µM]
COc1ccccc1CNC(=O)Cn1ncn2c(cc3sccc32)c1=O	-18%
CCC(CC)C(=O)N1C[C@@H](CO)[C@H](c2nc(COC)no2)C1	18%
COc1ccccc1CNC(=O)CN1C(=O)COc2ccc(S(=O)(=O)Nc3ccccc3)cc21	-20%
CCOc1ccc(-c2cccc(NS(=O)(=O)c3ccc(F)cc3F)c2)nn1	59%[activator][0.594 µM]
Cc1ccc(CN2COc3c(Cl)cc4c(-c5ccccc5)cc(=O)oc4c3C2)cc1	?
O=C(NCc1cccs1)c1ccc2c(c1)N(C(=O)c1ccc(F)cc1)CC2	?
COc1cccc(CC(=O)N[C@@H]2C[C@H](Cn3cc(CN(C)C)nn3)[C@@H](O)[C@H]2O)c1	5%
CCCNC(=O)N(C1CCOCC1)C1CCN(Cc2cccnc2)CC1	-23%
O=C(Nc1cccc(Cl)c1)C1CCCN1S(=O)(=O)c1cccc2cccnc12 (stereo not given)	-5%
Cc1noc(C)c1-c1cc2cc(CNC(C)C)oc2c(NC2CCN(C)CC2)n1	?
O=C(CCc1ccccc1)NCc1nnc2c(-c3nc(C4CC4)no3)cccn12	?
Cc1cc(N2CCC3(CCCN(C)C3=O)C2)nc(-c2ccccc2O)n1 (stereo not given)	-14%

Not all compounds are listed; the hit share may differ from the screen's.
